HSF1 inhib: HSF1 inhibitors in luciferase reporter cells, primary screen, cell-based, NIH3T3, luminescence. NIH3T3-HGL HSE-luciferase, MG132-induced, luminescence 8 h; stronger effect = lower value. activity change, negative = inhibition, % at 7.5 µM (by protocol). hit rate 0.77% among 300,000. AID 2098, 2009;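 active = more than half of replicate wells show activity change below -50%, luminescence cut by over half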;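 also: luciferase reports HSF-1 transcriptional activity via heat shock element; 0% = median of DMSO wells and -100% = zero luminescence signal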
HSF-1 act: HSF-1 activators, primary screen, NIH3T3-HGL cells, MG132 stress, luminescence, single point; NIH3T3-HGL HSF-1 luciferase reporter, 8 h; 100% = twice DMSO control signal; AID 504408, 2011; activation, % at 9 µM; hit rate 1.7% among 300,000;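 active = mean replicate activation of at least 50% with a set share of replicates each reaching 50%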;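 also: 0% = median of the neutral control wells and 100% = twice that signal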
HSP90 inh: HSP90 inhibitors, primary screen, cell lysate, luminescence; Heat shock protein HSP 90 (rabbit reticulocyte lysate; luciferase refolding); Rabbit reticulocyte lysate, luciferase refolding luminescence, 3 h; inhibition, % at 5.6 µM; hit rate 0.91% among 290,000;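 active = inhibition above the screen-wide mean plus 3 SD, computed separately per campaign, cut at about 16% in these data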;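 also: 0% = DMSO wells and 100% = 60 µM geldanamycin wells; inhibitors lower the luminescence because luciferase stays unfolded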
GSK3 alpha inh: blockers of GSK3A enzyme activity – biochemical, luminescence, cell-free homogeneous, HTS, primary screen; Glycogen synthase kinase-3 alpha (Homo sapiens), P49840; GSK-3 alpha kinase, ADP-Glo luminescence, 60 min; inhibition, % at 10 µM; hit rate 0.1% among 320,000; AID 2650, 2010;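 in the data active = inhibition above about 50%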;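 also: GST-tagged GSK-3 alpha with peptide substrate and 25 µM ATP; 0% = DMSO neutral wells and 100% = GW8510 positive control wells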
Target sequence (P49840 whole entry, looked up): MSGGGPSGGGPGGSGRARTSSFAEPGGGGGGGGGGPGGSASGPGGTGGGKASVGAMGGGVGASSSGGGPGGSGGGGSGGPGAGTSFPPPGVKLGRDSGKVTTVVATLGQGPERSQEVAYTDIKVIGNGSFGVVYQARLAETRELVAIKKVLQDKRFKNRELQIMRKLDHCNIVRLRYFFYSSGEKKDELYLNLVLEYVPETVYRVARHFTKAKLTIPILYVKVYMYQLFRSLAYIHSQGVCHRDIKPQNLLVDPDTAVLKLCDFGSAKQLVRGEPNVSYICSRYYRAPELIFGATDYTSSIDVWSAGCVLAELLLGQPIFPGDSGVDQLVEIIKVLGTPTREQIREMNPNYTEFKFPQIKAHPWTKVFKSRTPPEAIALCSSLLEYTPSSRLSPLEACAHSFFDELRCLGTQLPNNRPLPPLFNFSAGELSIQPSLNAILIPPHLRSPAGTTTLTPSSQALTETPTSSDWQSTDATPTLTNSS
KLF5 inh: KLF5 expression inhibitors, primary screen, DLD-1 cells, luminescence; AID 1700, 2009; DLD-1 KLF5 promoter-luciferase reporter; inhibition, % at 5 µM; hit rate 0.23% among 290,000;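 active = inhibition above a per-plate limit of that plate's mean compound inhibition plus 3 SD, cut at about 60% in these data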;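 also: 0% = DMSO wells and 100% = LY294002 at 200 µM; higher means less KLF5 promoter-driven luciferase light; inactives centre near -14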
PolyA inhibitor: polyadenylation inhibitors in yeast reporter cells, primary screen, luminescence, S. cerevisiae; hit rate 0.02% among 300,000; S. cerevisiae SKY197-pL101 polyadenylation reporter, beta-gal luminescence; efflux-impaired pdr1/pdr3 knockout yeast; score 100 = 6 SD above DMSO; AID 1875, 2009; calls only at 12 µM;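 active = lowest replicate activity score at least 50, where 100 means six control SD above control mean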;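 also: yeast exposed to compound for 9 h at 30 °C; higher score means more reporter readthrough which indicates perturbed polyadenylation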
AI-2 QS modul: Vibrio harveyi AI-2 quorum sensing modulators, primary screen, JMH597 strain, luminescence/OD600 ratio; Vibrio harveyi JMH597 AI-2 luminescence/OD600 ratio, 9 h; stronger effect = lower value; strain lacks LuxN and CqsS sensors; 0 = neutral-control median; activity change, % at 7.5 µM; hit rate 0.4% among 300,000; AID 2094, 2009; in the data active = activity change below about -75%, passing the limit was not always enough;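 also: luminescence divided by OD600 gain over 9 h not by final OD600 alone; inactives centre near 13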
GSK3beta inhib: human GSK3beta kinase inhibitors, primary screen, biochemical, cell-free homogeneous, HTS; hit rate 0.038% among 300,000; activity score (negative = inhibition), % at 10 µM; GST-GSK3beta kinase, ADP-Glo luminescence, 60 min; stronger effect = lower value; Glycogen synthase kinase-3 beta (Homo sapiens), P49841;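 active = more than half of replicate wells score below -50%, meaning over 50% inhibition versus plate controls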;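 also: 0% = median DMSO wells and -100% = median GW8510 positive control wells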
Target sequence (P49841 whole entry, looked up): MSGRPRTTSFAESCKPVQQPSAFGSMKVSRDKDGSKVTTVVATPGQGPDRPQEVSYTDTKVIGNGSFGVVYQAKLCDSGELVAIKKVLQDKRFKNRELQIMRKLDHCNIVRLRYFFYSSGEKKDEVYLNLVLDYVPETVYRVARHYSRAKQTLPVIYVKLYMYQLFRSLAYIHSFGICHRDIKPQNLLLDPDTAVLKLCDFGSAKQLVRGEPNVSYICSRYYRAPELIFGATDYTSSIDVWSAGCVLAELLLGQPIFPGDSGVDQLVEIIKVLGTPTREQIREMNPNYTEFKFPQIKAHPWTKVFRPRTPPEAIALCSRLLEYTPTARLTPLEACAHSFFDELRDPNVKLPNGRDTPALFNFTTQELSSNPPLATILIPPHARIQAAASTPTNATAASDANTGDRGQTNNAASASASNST
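Test system: GST-fused GSK3beta enzyme, cell-free | Quantity: 1.6 ng GST-GSK3beta enzyme per well | Reagent: 25 µM ATP with peptide substrate | Schedule: 60 min enzyme reaction, room temperature | Signal: Luminescent ADP-Glo measurement of ADP formed | Read-out basis: Score relative to plate controls | Control set: DMSO and 20 µM GW8510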
IEC-6 cytotox: cytotoxicity in IEC-6 intestinal epithelial cells, primary screen, cytotoxicity control for KLF5 inhibitor project, cell-based, luminescence; hit rate 0.78% among 290,000; inhibition, % at 5 µM; IEC-6 cytotoxicity, luminescence viability; in the data active = inhibition above about 22%;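 also: 0% = plate median of test compound wells and 100% = cytotoxic reference compound wells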
aSyn UTR inh: MLPCN primary screen, SNCA 5' untranslated region; alpha-synuclein 5'UTR reporter, inhibitor activity; inhibition, % (tested at 7.5 µM); hit rate 0.82% among 300,000; AID 1813, 2009; in the data active = inhibition above about 60%;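 also: H4 neuroglioblastoma cells stably carrying SNCA 5'UTR luciferase fusion; 0% = DMSO wells and 100% = positive control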
Numbers without * were called inactive; i = inactive; x = no result given. An excerpt; the hit share may differ from the screen's.

SMILES	HSF1 inhib	HSF-1 act	HSP90 inh	GSK3 alpha inh	KLF5 inh	PolyA inhibitor	AI-2 QS modul	GSK3beta inhib	IEC-6 cytotox	aSyn UTR inh
CC(C)(C)OC(=O)CNC(=O)c1nc[nH]c1C(=O)NCc1ccccc1	-1	-16	-4	2	-25	i	20	0	0	4
COc1cc(S(=O)(=O)Nc2ccc3cn[nH]c3c2)ccc1Cl	-6	-2	3	3	8	i	22	-5	3	-9
O=C(CSc1nc2ccccc2o1)N1c2ccccc2Sc2ccccc21	7	26	-2	-3	-30	x	19	4	0	17
CC(C)Oc1ccc(/C=N/NC(=O)c2ccc(N(Cc3ccccc3)S(C)(=O)=O)cc2)cc1	0	-15	-1	-1	-5	i	11	-2	7	-4
CCOC(=O)c1ccc2c(c1)C(=O)N(C1CCCCC1)C2=O	-11	-7	5	-1	2	i	15	4	3	23
COC(=O)Cn1cc(C(=O)C(F)(F)F)c2ccccc21	0	-9	1	-2	-12	i	2	1	1	5
Cc1cc(CNC(=O)Cc2ccccc2)c2ccccc2n1	2	3	1	-1	-36	i	15	0	4	-44
Clc1ccc(SCCn2cncn2)cc1	-14	-5	3	-1	-22	i	-15	0	-3	17
Cc1nonc1OCCn1nnnc1N	-7	-4	0	-3	11	i	8	-1	-1	24
O=C(CSc1nnc(CNC(=O)c2c(F)cccc2Cl)o1)NC1CCCC1	-6	-7	-3	0	2	i	58	x	2	7
CCNC(=S)NNC(=O)c1ccccc1OC(F)F	-8	14	-1	-2	-21	i	9	1	-5	-17
CC(C)(C)c1ccc(C(=O)NCC2CCCN2S(=O)(=O)c2ccccc2)cc1 (stereo unspecified)	6	31	x	-2	x	i	-1	-1	x	0
CCOC(=O)C(=O)NCC(c1cccs1)S(=O)(=O)c1ccc(Cl)cc1 (stereo unspecified)	-5	19	-3	6	-23	i	16	2	-5	-36
CNC(=O)C1CC(=O)N(CCCc2ccccc2)C(=Nc2ccccc2)S1 (stereo unspecified)	14	8	2	-6	-28	i	7	2	0	-8
O=C1NCCN1Cc1ccc(Cl)cc1	-4	3	-2	3	1	i	9	0	1	11
O=C(O)CCCCCN1C(=O)/C(=C/c2ccncc2)SC1=S	x	x	-3	-3	-3	i	19	-2	1	-41
COc1cc(OC)cc(C(=O)NNC(=S)Nc2ccc(S(N)(=O)=O)cc2)c1	x	x	-2	4	-6	i	16	-2	2	-8
O=C(CN(CCO)c1ccccc1)Nc1cccc(S(=O)(=O)N2CCCC2)c1	26	45	1	0	-23	i	40	1	2	-5
COc1ccc(N(CC(=O)NN=C2CCCC2)S(=O)(=O)c2ccccc2)cc1Cl	2	6	1	-2	-31	i	9	-1	-8	15
O=C(c1ccccc1)N1CCN(C(=O)c2cc3ccccc3o2)CC1	-8	-4	3	x	-16	x	17	-2	5	-12
COc1cc(/C=C2/NC(=O)NC2=O)ccc1OCC(=O)Nc1ccc(F)cc1	-7	2	-1	3	-6	i	-10	0	-3	3
CCOC(=O)CSc1ncnc2c1c(-c1ccccc1)cn2-c1ccc(OC)cc1	-1	-5	-1	0	2	i	7	1	3	-12
O=C(O)c1c(-c2ccccc2)nnc2ccccc12	-4	-10	9	0	-6	i	7	-2	4	2
Cc1sc2nc3c(SC(C)C(=O)O)cc(C(=O)c4ccccc4O)cn3c(=O)c2c1C (stereo unspecified)	0	16	7	-5	-8	i	20	3	-11	3
Cc1cc(C)n(-c2nnc(N3CCN(c4ccc(F)cc4)CC3)nn2)n1	7	17	11	0	5	i	15	1	3	-20
SMILES	HSF1 inhib	HSF-1 act	HSP90 inh	GSK3 alpha inh	KLF5 inh	PolyA inhibitor	AI-2 QS modul	GSK3beta inhib	IEC-6 cytotox	aSyn UTR inh
CCOc1ccccc1C(=O)N(Cc1ccco1)C1CCS(=O)(=O)C1 (stereo unspecified)	x	x	-2	1	-45	x	x	x	-9	x
Cc1cccc2cc3c(NC(=O)CC(C)C)nn(C)c3nc12	-11	0	-2	0	-9	i	-8	9	10	51
COc1c(C)cc(Br)cc1C(=O)Nc1ccccc1N1CCN(C(=O)c2ccccc2)CC1	-3	5	5	-2	-24	i	11	2	2	24
CC(=O)c1ccc(NC(=S)NN2C(C)CCCC2C)cc1 (stereo unspecified)	-4	1	3	-1	1	i	6	-2	4	18
Cc1ccc(C(C[N+](=O)[O-])c2c(N)n(C)c(=O)n(C)c2=O)cc1 (stereo unspecified)	8	28	0	0	-33	i	-49	3	-5	-6
CCNC(=O)COC(=O)COc1ccc(Cl)cc1C	5	0	-2	4	-4	i	5	0	2	-5
CCCn1c(C)cc(/C=C(\C#N)C(=O)OCC(=O)NC(=O)NCC)c1C	0	18	3	x	2	i	26	4	4	15
CN(C)/C=C1\C=C(c2ccccc2)OC1=O	-1	3	0	-4	-4	i	20	2	8	-34
CCN(CC)CCNC(C(=O)Nc1cccc(C(C)=O)c1)c1ccccc1 (stereo unspecified)	1	30	7	-3	8	i	8	2	-3	12
CC(=O)c1ccc(NC(=O)CN2CCCCCC2)cc1	-43	-51	-1	0	-21	i	20	-2	-5	-29
Cc1cc(C)nc(N/N=C/c2ccc(Cl)cc2)n1	4	14	5	-2	-9	i	14	-2	3	-26
CC(=O)c1ccc(NC(=S)N2CCN(S(=O)(=O)c3ccc(F)cc3)CC2)cc1	1	1	-2	0	-36	i	9	-2	0	16
CCCCN(C(=O)c1cc(S(=O)(=O)N2CCOCC2)ccc1Cl)c1c(N)n(CC(C)C)c(=O)[nH]c1=O	1	12	x	-2	x	i	16	-7	x	13
O=[N+]([O-])c1ccc2nc(N3CCCC3)sc2c1	12	38	-4	-1	-143	i	15	0	-1	-121
Fc1ccc(CNCc2ccccc2C(F)(F)F)cc1	1	-1	3	0	10	i	-9	3	-3	0
CSc1nnc(Cn2c(=O)sc3ccccc32)n1-c1cccc(Cl)c1	6	4	-1	0	-10	i	20	-15	1	-14
CCOC(=O)c1sc(NC(=S)NC(=O)c2ccccc2Cl)c(C(=O)OCC)c1C	-2	14	-1	1	-36	i	16	0	-1	3
O=C(c1cccs1)N1CCC2(O)CCCCC2C1c1ccc(F)cc1 (stereo unspecified)	-5	8	1	1	-12	i	14	-3	-5	7
O=C(O)c1ccc(CNC(=O)c2ccc(Br)o2)cc1	-2	6	-1	0	-19	i	14	-1	-5	-1
CC(=O)OCC(=O)NCc1ccc2c(c1)OCO2	-10	2	-3	-4	-20	i	4	2	4	-5
Fc1ccc(NC(=S)NCc2cccnc2)cc1	-2	0	0	5	0	i	31	0	-2	7
CC(C)(C)c1ccc(C(=O)Nc2ccc3c(c2)C(=O)NC3=O)cc1	1	11	-3	1	-26	i	13	0	-6	26
COc1ccccc1CNC(=O)c1cc2c(=O)[nH]c3ccccc3c2n1C	-2	-2	1	0	-8	i	14	-1	1	-7
CSc1ccc(S(=O)(=O)NCC(=O)OC2CCOC2=O)cc1[N+](=O)[O-] (stereo unspecified)	3	-6	x	1	x	i	25	5	x	-10
CCOC(=O)C(=O)Nc1ccccc1C#N	-1	-6	-2	-4	-3	i	23	0	4	-16
SMILES	HSF1 inhib	HSF-1 act	HSP90 inh	GSK3 alpha inh	KLF5 inh	PolyA inhibitor	AI-2 QS modul	GSK3beta inhib	IEC-6 cytotox	aSyn UTR inh
CC(/C=C/c1ccccc1)=N\NC(=O)c1ccncc1	-1	0	-1	1	-19	i	12	-1	3	20
CC(C)C(=O)n1nc(-c2cccnc2)nc1NCc1ccc(F)cc1	1	16	-4	3	9	i	5	4	9	6
CCN(CC(=O)NCc1ccc(Cl)cc1)C(=O)COc1cccc(Cl)c1	11	28	x	-2	x	i	7	2	x	3
COc1cc(C(=S)N2CCCC2)cc(Cl)c1OCC(=O)Nc1ccc(C)cc1C	-5	18	2	-4	-3	i	6	-5	2	15
CCc1ccc(C2CC(c3ccc(C)cc3)Nc3nc(N)nn32)cc1 (stereo unspecified)	-13	-15	-3	18	-16	i	17	-25	-2	-1
O=C(NCc1ccco1)c1csc2c1CCCC2	-1	-1	3	-1	-43	i	11	-3	4	-17
CCN(C(=O)CCCC(=O)N(CC)c1ccccc1)c1ccccc1	-3	11	3	0	0	i	-5	1	-6	19
O=C(Cc1ccccc1)NCC(=O)OCC(=O)c1ccc(Cl)cc1	-6	14	1	0	-32	i	6	1	6	-17
COc1cccc(NC(=O)N2CCCC(C(=O)NC3CCCCC3C)C2)c1 (stereo unspecified)	14	14	-4	1	-21	i	21	2	-5	-7
CCN(C(=O)CSc1nc2c(cnn2-c2ccccc2)c(=O)[nH]1)C1CCS(=O)(=O)C1 (stereo unspecified)	-4	-3	0	4	-7	i	18	-1	-7	18
O=c1[nH]c(C2CCCN(S(=O)(=O)Cc3ccccc3)C2)nc2c1nnn2Cc1cccc(Cl)c1 (stereo unspecified)	9	25	2	0	7	i	19	-3	-3	16
Cc1ccc(NC(=O)CCn2c(=O)c3cccn3c3ccccc32)cc1C	12	43	3	0	-7	i	-4	-3	4	2
COc1cccc(CN2CCC(Oc3ccc(C(=O)N4CCCCC4)cc3)CC2)c1O	0	-8	2	-2	-14	i	19	-2	2	0
O=C(NC(=S)NCc1cccnc1)c1cc2ccccc2o1	5	21	-2	-3	-6	i	8	0	0	-6
CCn1nc(NS(=O)(=O)c2ccccc2[N+](=O)[O-])c2cc3ccc(C)cc3nc21	-14	-12	5	-8	-6	i	26	2	-2	27
CO/N=C(/C(=O)N[C@@H]1C(=O)N2C(C(=O)O)=CCS[C@H]12)c1cnc(N)s1	4	-6	0	1	-32	x	46	-2	-6	-22
C/C(=N\NC(=O)CC1N=C(Cc2ccccc2)NNC1=O)c1ccc(Br)cc1 (stereo unspecified)	-5	-5	2	-1	-8	i	20	-2	-2	-19
COc1ccc(NC2=NC(=S)N(c3ccc(C)cc3)C23CCCCC3)cc1	0	12	2	0	-27	i	8	-2	1	36
Oc1ccc2ccccc2c1CNc1ccc(Br)cn1	-2	9	-3	0	-81	i	2	1	1	-17
CC(=O)Nc1ccc(C(=O)NN2C(=O)c3ccccc3C2=O)cc1	5	-15	1	-1	-8	i	-3	4	-2	2
